# HSP90 refold inh: inhibitors of HSP90 luciferase refolding in rabbit reticulocyte lysate | 0.91% of 290,000 active | inhibition, % at 5.6 µM | luciferase refolding luminescence, 3 h;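 active = inhibition above the screen-wide mean plus 3 SD, computed separately per campaign, cut at about 16% in these data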;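 note: 0% = DMSO wells and 100% = 60 µM geldanamycin wells; inhibitors lower the luminescence because luciferase stays unfolded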
# HSF1 activator: increases HSF-1 driven luciferase reporter signal | activation, % at 9 µM | 1.7% of 300,000 active | NIH3T3-HGL HSF-1 luciferase reporter, MG132, 8 h; 100% = twice DMSO control signal;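 active = mean replicate activation of at least 50% with a set share of replicates each reaching 50%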;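 note: 0% = median of the neutral control wells and 100% = twice that signal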
# AI-2 QS mod: modulates the Vibrio harveyi AI-2 quorum sensing system | Vibrio harveyi JMH597 AI-2 luminescence/OD600 ratio, 9 h; active compounds read low; strain lacks LuxN and CqsS sensors; 0 = neutral-control median | activity change, % at 7.5 µM | 0.4% of 300,000 active | AID 2094; in the data active = activity change below about -75%, passing the limit was not always enough;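 note: luminescence divided by OD600 gain over 9 h not by final OD600 alone; inactives centre near 13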
# DYRK1A inh: inhibitors of rat Dyrk1A kinase. ADP-Glo luminescence, NFATc1 peptide. inhibition, % at 12.5 µM. 0.43% of 310,000 active; in the data active = inhibition above about 50%;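 note: plate controls were vehicle with enzyme for no effect and no enzyme for full effect; many of its hits are not listed in these tables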
# GSK3A inh: human GSK-3 alpha kinase inhibition. inhibition, % at 10 µM. P49840. 0.1% of 320,000 active. ADP-Glo luminescence, 60 min;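 in the data active = inhibition above about 50%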;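 note: GST-tagged GSK-3 alpha with peptide substrate and 25 µM ATP; 0% = DMSO neutral wells and 100% = GW8510 positive control wells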
# Target sequence (P49840 whole entry, looked up): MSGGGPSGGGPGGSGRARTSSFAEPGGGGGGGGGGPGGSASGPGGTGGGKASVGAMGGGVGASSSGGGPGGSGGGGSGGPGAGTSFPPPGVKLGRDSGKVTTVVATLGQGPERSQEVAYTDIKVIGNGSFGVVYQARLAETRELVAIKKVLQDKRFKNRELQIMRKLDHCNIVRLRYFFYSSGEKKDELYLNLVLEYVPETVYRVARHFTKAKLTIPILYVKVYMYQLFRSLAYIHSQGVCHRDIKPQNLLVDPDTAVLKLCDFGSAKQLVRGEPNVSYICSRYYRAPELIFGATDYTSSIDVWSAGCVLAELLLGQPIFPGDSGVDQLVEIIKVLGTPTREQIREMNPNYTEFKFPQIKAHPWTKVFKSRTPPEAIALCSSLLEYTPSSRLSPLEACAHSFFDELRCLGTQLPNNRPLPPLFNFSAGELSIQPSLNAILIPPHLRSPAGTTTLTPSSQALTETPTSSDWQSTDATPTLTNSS
# HSF1 inh: HSF1 inhibition; 0.77% of 300,000 active; NIH3T3-HGL HSE-luciferase, MG132-induced, luminescence 8 h; active compounds read low; activity change, negative = inhibition, % at 7.5 µM (by protocol);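 active = more than half of replicate wells show activity change below -50%, luminescence cut by over half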;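 note: luciferase reports HSF-1 transcriptional activity via heat shock element; 0% = median of DMSO wells and -100% = zero luminescence signal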
# HDAC3 inhib: blocks human histone deacetylase 3; O15379; recombinant HDAC3, fluorogenic peptide/trypsin coupled, fluorescence; inhibition, % at 8.3 µM; 0.15% of 320,000 active; AID 2718; in the data active = inhibition above about 26%, passing the limit was not always enough
# GSK3beta inhib: human GSK3beta kinase inhibition. activity score (negative = inhibition), % at 10 µM. P49841. AID 2097. 0.038% of 300,000 active. GST-GSK3beta kinase, ADP-Glo luminescence, 60 min; active compounds read low;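 active = more than half of replicate wells score below -50%, meaning over 50% inhibition versus plate controls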;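 note: 0% = median DMSO wells and -100% = median GW8510 positive control wells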
# Target sequence (P49841 whole entry, looked up): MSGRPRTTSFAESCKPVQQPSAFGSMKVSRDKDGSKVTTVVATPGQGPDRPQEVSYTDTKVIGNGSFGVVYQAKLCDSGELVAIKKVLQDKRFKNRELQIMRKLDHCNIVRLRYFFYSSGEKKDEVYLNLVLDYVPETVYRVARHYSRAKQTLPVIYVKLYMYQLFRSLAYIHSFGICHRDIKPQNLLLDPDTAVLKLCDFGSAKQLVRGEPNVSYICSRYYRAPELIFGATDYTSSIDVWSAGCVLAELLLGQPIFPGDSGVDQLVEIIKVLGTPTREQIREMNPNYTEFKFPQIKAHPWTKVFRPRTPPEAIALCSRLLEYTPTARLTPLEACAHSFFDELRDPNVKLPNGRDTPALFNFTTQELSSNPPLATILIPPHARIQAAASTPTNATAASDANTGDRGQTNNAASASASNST
#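 Assay system: GST-tagged human GSK3beta kinase, cell-free; Input: 1.6 ng GSK3beta; Medium: Tris/MgCl2 kinase buffer; Timing: 60 min enzyme reaction, room temperature; Signal: ADP-Glo luminescence quantifying ADP generated by kinase; Evaluation: score relative to plate controls; Benchmarks: DMSO neutral wells and GW8510 at 20 µM as positive.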
# Platelet DG rel: platelet dense granule release activity | human platelet-rich plasma, SFLLRN dense granule ATP release, luminescence | inhibition, %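 (compounds screened at 7.5 µM in platelet-rich plasma)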 | 0.22% of 300,000 active;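 active = mean replicate score, as percent of positive control, at or above 50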
# PolyA inh: inhibitors of polyadenylation in S. cerevisiae; 0.02% of 300,000 active; calls only at 12 µM; S. cerevisiae SKY197-pL101 polyadenylation reporter, beta-gal luminescence; efflux-impaired pdr1/pdr3 knockout yeast; score 100 = 6 SD above DMSO;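 active = lowest replicate activity score at least 50, where 100 means six control SD above control mean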;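 note: yeast exposed to compound for 9 h at 30 °C; higher score means more reporter readthrough which indicates perturbed polyadenylation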
# * hit, by the source's call; i = inactive; nt = no result given. These rows are one share of the data, so the mix of outcomes need not match the whole.
HSP90 refold inh	HSF1 activator	AI-2 QS mod	DYRK1A inh	GSK3A inh	HSF1 inh	HDAC3 inhib	GSK3beta inhib	Platelet DG rel	PolyA inh	SMILES
-9	-30	11	5	0	-21	0	1	-4	i	COc1ccc(NC(=S)N2CCNC(=O)C2CC(=O)Nc2ccc(C)cc2)cc1 (centres undefined)
1	-1	13	-3	0	-4	7	-1	-5	i	Cc1ccc(NC(=O)Nc2c(C)n(C)n(-c3ccccc3)c2=O)cc1C
-2	-4	27	1	-1	3	-13	-3	-4	i	CCc1ccccc1OCC(=O)OCC(=O)N1CC(=O)Nc2ccccc21
-4	2	27	nt	-1	0	-2	3	0	i	Cc1ccc(NC(=O)CN(C)C(=O)Cn2ccsc2=N)cc1
5	11	13	0	-3	3	0	3	1	i	COc1cc(C(=O)NCc2ccc3[nH]c(C)cc3c2)cc(OC)c1OC
1	-4	23	4	-1	-1	5	0	3	i	CCn1c(=O)cc(N2CCCCC2)[nH]c1=O
-2	-3	16	6	11	0	-3	-9	4	i	O=C(COC(=O)c1ccccn1)Nc1nccs1
-3	0	10	9	-2	-8	-3	-3	-2	i	COc1cc2c(c3oc(-c4ccccc4)cc(=O)c13)C=CC(C)(C)O2
5	48	5	-7	0	2	-5	0	-3	i	Clc1ccc(-c2nnnn2-c2ccc(Cl)cc2)cc1
-1	22	7	0	1	5	-11	3	-1	i	CCCCn1c(=O)[nH]c(=O)c2c1nc(COc1ccc(C#N)cc1)n2CCC
2	-7	1	4	-1	0	7	-1	3	i	C/C=C/c1ccc(OCC(O)CN(C)Cc2ccc(SC)cc2)c(OC)c1 (centres undefined)
-3	-2	21	14	-3	7	-2	0	-3	i	O=c1cc(O)nc[nH]1
2	1	29	-3	-2	4	2	-4	-8	i	OCCN1CCOCCN(CCO)CCOCC1
2	1	12	1	-3	0	0	-3	0	i	c1ccc(CN(Cc2cccs2)C(c2cccs2)c2nnnn2C2CCCC2)cc1 (centres undefined)
nt	5	0	1	1	1	-9	3	1	i	Cc1ccc(S(=O)(=O)N(Cc2ccc(C(F)(F)F)cc2)C(=O)N2CCN(C)CC2)cc1
1	28	20	-3	-2	5	2	1	-1	i	O=C(N/C(=C\c1ccco1)C(=O)N1CCCC1CO)c1ccccc1 (centres undefined)
1	62*	5	-4	0	19	1	1	-12	i	O=C(NCC1CCCO1)c1nn2c(C(F)(F)F)cc(-c3cc(Br)cs3)nc2c1Br (centres undefined)
-3	13	12	0	-4	-5	-6	-1	0	i	COc1ccc(/C=N/NC(=O)c2ccc(Cl)cc2)cc1Cn1cc(Cl)cn1
0	13	15	0	0	1	2	2	0	i	CC(=O)c1cn(-c2ccc(Cl)cc2)c(=O)n(Cc2ccc(F)cc2)c1=O
3	11	9	3	-1	7	-4	3	2	i	Cc1ccccc1-c1nc(CS(=O)(=O)CC(=O)N2CCc3ccccc3C2)c(C)o1
0	8	9	nt	nt	0	nt	0	nt	i	CCOC(=O)c1cc2c(ccn2C)n1CC(=O)N1CCN(c2ccccc2OC)CC1
0	13	5	4	1	-4	-2	1	-3	i	Cc1ccc(CCNS(=O)(=O)c2ccc3c(c2)C(C)(C)C(=O)N3C)cc1
3	0	32	nt	nt	-7	-1	0	2	i	CC(=O)NCCOc1nc(N2CCCCC2)nc(N2CCCCC2)n1
-6	-19	7	1	-1	-3	12	2	-3	i	Cc1nn(C(=O)c2cccc([N+](=O)[O-])c2)c(C)c1Br
-3	-1	23	3	-1	-2	-12	3	-14	nt	Cc1cc(C)cc(NC(=O)C2CCC(CNC(=O)[C@@H]3Cc4ccccc4CN3)CC2)c1 (some centres undefined)
4	-19	31	4	-1	-6	0	3	18	i	COc1ccccc1Oc1cc(-n2nc(C)cc2C)ncn1
nt	-10	0	5	-2	1	6	2	-11	i	Cc1nn(-c2ccccc2)c(C)c1NC(=O)COC(=O)CC(C)c1ccccc1 (centres undefined)
-8	-2	22	-7	0	1	-3	1	-11	i	CSc1ncccc1C(=O)OCC(=O)C(C)(C)C
-1	15	36	1	nt	0	nt	-7	0	i	O=C1c2ccccc2CC1Sc1nnc(-c2ccccn2)o1 (centres undefined)
0	4	9	6	-4	-1	-1	-2	-1	i	Cc1ccc(S(=O)(=O)NC2CC(C)(C)NC(C)(C)C2)c(C)c1C
2	36	9	4	0	4	1	0	14	i	COc1ccc(C(=O)NCCNC(=O)c2ccccn2)cc1
-2	10	17	nt	0	-9	4	1	-2	i	O=C(CC1C(=O)NCCN1C(=O)Nc1ccc(F)cc1)Nc1ccc(F)cc1 (centres undefined)
-5	9	12	-8	-4	-7	-6	0	0	i	CSCC[C@H](NC(=O)[C@H](Cc1ccccc1)n1c(=O)[nH]c2ccccc2c1=O)C(=O)NCC1CCC(C(=O)O)CC1 (some centres undefined)
0	-2	14	-6	-1	-4	-11	3	8	i	Cc1nnc(NC(=O)CCC(=O)NC2CCCCCCC2)s1
-1	7	8	7	6	-5	8	-20	-35	nt	CC1CCCN(c2nc(NCc3ccco3)nc(N)c2[N+](=O)[O-])C1 (centres undefined)
6	-54	16	5	-1	-43	-1	2	-2	i	O=C(NNC(=S)Nc1ccccc1)c1cccc(Br)c1
-2	10	14	3	-2	1	3	-6	-5	i	CCOC(=O)C(C)n1cnc2c(nnn2-c2cccc(Cl)c2)c1=O (centres undefined)
nt	-9	-3	-1	5	1	-2	1	-7	nt	O=C(Cc1ccc(S(=O)(=O)N2CCOCC2)s1)Oc1ccc(F)cc1
-1	-6	24	2	-4	-13	6	1	-6	i	CCN(c1ccc(NS(=O)(=O)c2cc(Cl)ccc2Cl)cc1)C(C)C
2	-1	10	-8	1	-9	nt	-1	4	i	COC(=O)C[N+](C)(C)CC#Cc1ccccc1
-2	3	-2	0	-3	-10	-1	-1	11	i	CCN(CC)S(=O)(=O)c1ccc(-c2nnc(SCC(=O)Nc3nc(C)cs3)o2)cc1
6	11	17	-4	-2	4	1	-2	-5	i	c1ccc(CN2CCN(C(c3ccccc3)c3ccccc3)CC2)cc1
-2	-4	0	7	0	-3	5	-2	-7	i	COCCn1c(SCC(=O)Nc2cc(C)on2)nnc1-c1c[nH]c2ccccc12
0	0	4	nt	-1	1	-4	0	5	i	CCOCC(O)CS(=O)(=O)c1ccccn1 (centres undefined)
1	8	5	-2	0	-11	6	-1	-1	i	Cc1ccccc1NC(=O)c1cccc(S(C)(=O)=O)c1
1	35	-9	-7	-2	17	0	-2	-13	i	Cc1ccc(S(=O)(=O)n2nc(-c3ccco3)nc2SCc2ccccc2)cc1
-4	3	23	-5	2	-4	-4	0	-2	i	CN(C)C(=O)CSc1nnc(Cc2ccccc2)n1Cc1ccco1
1	11	16	-2	-1	2	1	3	-2	i	OC1CCCN(Cc2cn(Cc3ccccc3)nc2-c2cc3ccccc3o2)C1 (centres undefined)
1	27	15	nt	1	2	-2	1	-2	i	O=C(C1CCN(c2nnc(N3CCCC3=O)s2)CC1)N1CCN(c2cccc(C(F)(F)F)c2)CC1
5	-1	16	3	-8	-4	-3	-2	-1	i	CCOc1ccccc1-n1c(=S)sc2c(=O)n(-c3ccccc3)c(=S)[nH]c21

# One compound at a time, from the list above. Order of screens: HSP90 refold inh | HSF1 activator | AI-2 QS mod | DYRK1A inh | GSK3A inh | HSF1 inh | HDAC3 inhib | GSK3beta inhib | Platelet DG rel | PolyA inh
# CCOC(=O)c1cc2c(ccn2C)n1CC(=O)N1CCN(c2ccccc2OC)CC1 in the list: 0 | 8 | 9 | nt | nt | 0 | nt | 0 | nt | i
# CC1CCCN(c2nc(NCc3ccco3)nc(N)c2[N+](=O)[O-])C1 (centres undefined) in the list: -1 | 7 | 8 | 7 | 6 | -5 | 8 | -20 | -35 | nt
# COC(=O)C[N+](C)(C)CC#Cc1ccccc1 in the list: 2 | -1 | 10 | -8 | 1 | -9 | nt | -1 | 4 | i

# New compounds follow
HSP90 refold inh	HSF1 activator	AI-2 QS mod	DYRK1A inh	GSK3A inh	HSF1 inh	HDAC3 inhib	GSK3beta inhib	Platelet DG rel	PolyA inh	SMILES
-4	-15	2	6	-1	-3	3	-5	-9	i	C/C(=N\Nc1cc(C)nc(-c2ccccc2)n1)c1cccc([N+](=O)[O-])c1
4	58*	9	0	-1	23	0	-1	-1	i	COCCn1c(SCC(=O)NC2CCCCC2)nc2c(c1=O)SCC2
-4	-7	38	-3	-3	-3	-7	-1	8	i	Cc1ccc(S(=O)(=O)N(CCC(=O)Nc2ccc(OC(F)(F)F)cc2)c2ccccc2)cc1
0	13	20	-5	1	0	5	7	4	i	Cc1c(Cl)cnc(NC(=O)COC(=O)c2cccc(S(=O)(=O)N3c4ccccc4CC3C)c2)c1Cl (centres undefined)
-3	2	-8	0	1	1	-2	-1	2	i	COc1ccc(CCNc2cc(C)nc(N)n2)cc1OC
1	-14	55	-4	1	-10	7	-1	11	i	CC1CCCC(C)N1C(=C(Cl)Cl)C(=C1SCCS1)[N+](=O)[O-] (centres undefined)
-3	-5	5	0	-3	-10	11	-12	1	i	CC1CCCC(C)N1NC(=S)Nc1ccc(OC(F)F)cc1 (centres undefined)
-3	3	22	6	3	0	-1	5	2	i	Cc1ccc2[nH]cc(C(=O)CN3CCC4(CC3)OCCO4)c2c1
0	1	14	-7	-1	-2	4	-1	-1	i	COc1ccc(OCC(=O)N/N=C(\C)c2ccc(-n3ccnc3)cc2)cc1
4	16	-6	5	-1	-4	5	-1	18	nt	Cc1ccc(C)c(-n2c(-c3csc(C)c3)n[nH]c2=S)c1
6	10	27	84*	69*	-2	-4	-60*	-2	i	NNc1nccc(Nc2ccccc2C(=O)O)n1
0	-2	16	nt	1	1	-3	3	1	i	Cc1ccc(S(=O)(=O)N2CCN(C(=O)c3ccc(N4CCCC4)c([N+](=O)[O-])c3)CC2)cc1
-4	nt	17	6	-6	nt	0	1	-6	i	CC(C)(C)c1nc2ccc([N+](=O)[O-])cc2[nH]1
-2	-7	9	2	-3	-5	4	-2	9	i	NNc1nc(Nc2ccccc2)nc(N2CCCCC2)n1
0	-1	12	2	1	4	-2	1	-1	i	CC(C)O/N=C1\C(=O)N(c2ccccc2)c2ccccc21
-3	26	13	-1	8	1	-4	3	10	i	O=c1[nH]c(=O)n(Cc2ccco2)c2c1C(C(F)(F)F)(C(F)(F)F)N=C(CCc1ccccc1)N2
7	-18	9	6	nt	-8	nt	0	0	i	CCC(C)(C)c1ccc(OCCCC[n+]2cccc(C)c2)c(C(C)(C)CC)c1
-3	12	10	0	-18	1	-3	4	-12	i	CCN(CC)C(=O)Cn1cc(C(=O)C(=O)NCCc2ccccc2)c2ccccc21
-1	25	11	-4	-1	8	4	0	-4	i	O=C(c1cc(F)ccc1F)C1CCCN(C(=O)c2ccco2)C1 (centres undefined)
-6	-10	-1	-3	0	3	nt	0	8	i	CC1CCCN(Cc2nc3c(c(=O)n(C)c(=O)n3C)n2CC(=O)c2ccccc2)C1 (centres undefined)
5	-6	30	0	0	-10	9	2	-10	i	CN1CCN(c2ccccc2/C=N/NC(=O)c2cccnc2)CC1
0	1	15	-8	0	-4	4	1	-2	i	O=C(Nc1c(C(=O)N2CCCC2)cnn1-c1ccccc1)c1cccc(F)c1
1	nt	32	nt	-8	nt	-9	2	nt	nt	CC(C)(C)n1nnnc1SCC(=O)Nc1nn(-c2ccccc2)nc1C(N)=O
